# CHRM4 agonist – agonists of human muscarinic M4 receptor (CHRM4) | CHO-K1 hM4/Gqi5, Fluo-8 calcium fluorescence; vehicle 0%, full acetylcholine response 100% | 360,000 tested, 0.14% active | AID 624127 | activation, % at 3 µM | P08173;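 active = activation above the run mean over all test wells plus 3 SD, cut at about 32% in these data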;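 also: peak over basal fluorescence ratio per well then scaled between controls; 0% = DMSO wells and 100% = acetylcholine at EC100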
# CHRM1 agonist – activates human CHRM1 receptor; CHO-K1 hM1, Fluo-8 calcium fluorescence, agonist mode; 0% DMSO, 100% acetylcholine EC100; activation, % at 3 µM; 360,000 tested, 0.33% active;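 active = activation above the run's mean compound activation plus 3 SD, cut at about 16% in these data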;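 also: peak over basal fluorescence ratio within a 140 s kinetic read after compound addition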
# Target sequence (P11229 whole entry, looked up): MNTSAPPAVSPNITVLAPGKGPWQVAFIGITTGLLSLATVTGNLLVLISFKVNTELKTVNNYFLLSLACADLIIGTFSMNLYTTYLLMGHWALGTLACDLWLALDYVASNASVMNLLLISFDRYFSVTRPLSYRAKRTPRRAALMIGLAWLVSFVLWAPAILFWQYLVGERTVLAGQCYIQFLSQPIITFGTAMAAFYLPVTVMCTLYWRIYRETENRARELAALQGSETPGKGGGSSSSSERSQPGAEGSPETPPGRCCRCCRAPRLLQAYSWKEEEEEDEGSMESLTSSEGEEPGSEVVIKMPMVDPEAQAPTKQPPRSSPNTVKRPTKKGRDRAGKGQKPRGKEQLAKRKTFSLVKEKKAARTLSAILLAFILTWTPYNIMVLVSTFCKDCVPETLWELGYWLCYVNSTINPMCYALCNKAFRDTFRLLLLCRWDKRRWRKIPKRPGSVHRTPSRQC
# CHRM4 antagonist – blocks acetylcholine activation of human M4 receptor | P08173 | CHO-hM4 cells, ACh EC80, Fluo-8 calcium fluorescence | inhibition, % at 3 µM | 360,000 tested, 0.73% active | AID 624125;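 active = inhibition above its plate's cutoff, the mean inhibition of sample wells plus 3 SD, cut at about 27% in these data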;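 also: 0% = acetylcholine EC80 with DMSO and 100% = DMSO without agonist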
# CHRM5 agonist – agonists of human muscarinic M5 receptor (CHRM5) | P08912 | CHO-K1 hM5 cells, Fluo-8 calcium fluorescence; 0% DMSO wells, 100% maximal acetylcholine response | activation, % at 3 µM | 360,000 tested, 0.19% active;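 active = activation above the run's mean over test compounds plus 3 SD, cut at about 23% in these data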;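 also: signal is peak over basal fluorescence ratio across the kinetic read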
# Target sequence (P08912 whole entry, looked up): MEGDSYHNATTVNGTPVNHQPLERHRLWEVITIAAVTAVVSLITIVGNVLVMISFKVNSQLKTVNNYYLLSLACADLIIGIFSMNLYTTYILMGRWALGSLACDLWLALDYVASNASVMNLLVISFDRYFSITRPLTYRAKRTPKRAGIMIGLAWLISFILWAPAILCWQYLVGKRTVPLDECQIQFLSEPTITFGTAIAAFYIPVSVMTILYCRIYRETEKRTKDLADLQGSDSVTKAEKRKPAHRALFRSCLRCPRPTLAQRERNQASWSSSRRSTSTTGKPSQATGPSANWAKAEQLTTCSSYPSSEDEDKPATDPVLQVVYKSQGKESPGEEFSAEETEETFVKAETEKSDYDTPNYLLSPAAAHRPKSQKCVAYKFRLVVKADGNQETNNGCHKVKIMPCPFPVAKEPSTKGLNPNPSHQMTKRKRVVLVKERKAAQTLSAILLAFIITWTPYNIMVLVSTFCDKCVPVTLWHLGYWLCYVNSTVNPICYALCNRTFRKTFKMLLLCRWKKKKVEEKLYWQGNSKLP
# CHRM1 PAM – positive allosteric modulators of human M1 muscarinic receptor | CHO-K1 hM1, Fluo-8 calcium fluorescence, ACh EC20; 0% = ACh EC20, 100% = maximal ACh | activation, % at 3 µM | 360,000 tested, 0.088% active | AID 588819; in the data active = activation above about 19%, passing the limit was not always enough
# CHRM1 antagonist – antagonists of human M1 muscarinic receptor; P11229; CHO-K1 hM1, Fluo-8 calcium fluorescence, ACh EC80 antagonist; inhibition, % at 3 µM; 360,000 tested, 1.3% active; AID 588852;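 active = percent inhibition above its own plate's cutoff, namely the mean of that plate's compound wells plus 3 SD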;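 also: peak over basal fluorescence ratio during 140 s after agonist addition; 0% = ACh EC80 plus DMSO and 100% = DMSO alone without agonist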
# CHRM5 antagonist – blocks acetylcholine activation of human M5 receptor. P08912. CHO-hM5 cells, Fluo-8 calcium fluorescence, ACh EC80. inhibition, % at 3 µM. 360,000 tested, 0.59% active. AID 624040;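 active = inhibition above a per-plate cutoff, the mean of that plate's test compounds plus 3 SD, cut at about 27% in these data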;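 also: 0% = acetylcholine EC80 with DMSO and 100% = DMSO without agonist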
# TAAR1 ag – agonists of human TAAR1; Q96RJ0; AID 624467; 360,000 tested, 0.99% active; CHO RD-HGA16 TAAR1, Fluo-8 calcium fluorescence; vehicle wells 0%, saturating PEA agonist 100%; activation, % at 3 µM;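 active = activation above the mean activation of all test compounds in the run plus 3 SD, cut at about 38% in these data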
#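 System: CHO-derived RD-HGA16 cells with stable Gα16 and human TAAR1 / Times: 17-24 h plating, Fluo-8 75 min 37 °C, 30 min RT / Technique: calcium-sensitive Fluo-8 signal, excitation 470-495, emission 515-575 nm / Measure: % activation relative to PEA EC100 response / Benchmarks: DMSO and PEA EC100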
# M5 PAM – potentiates acetylcholine response at human M5 receptor; P08912; CHO-K1 hM5, Fluo-8 calcium, ACh EC20 PAM; 0% = ACh EC20, 100% = ACh EC100; activation, % at 3 µM; 360,000 tested, 0.3% active; AID 624038;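 active = activation above the run cutoff, the mean activation of all test compounds plus 3 SD, cut at about 18% in these data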
#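 Assay system – human M5 receptor in CHO-K1 cells · Read-out – % activation, ACh-normalized · Technique – Fluo-8 calcium fluorescence · Dosing – single-point, 3 µM nominal · Incubation – Fluo-8 loading 80 min at 37 °C plus 30 min room temperature · Repeats – singlicate, one well per test compound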
# * hit, by the source's call; . = not tested or not shown. An excerpt; the hit share may differ from the screen's.
SMILES,CHRM4 agonist,CHRM1 agonist,CHRM4 antagonist,CHRM5 agonist,CHRM1 PAM,CHRM1 antagonist,CHRM5 antagonist,TAAR1 ag,M5 PAM
Cn1c(OCc2ccc3c(c2)OCO3)nc2c1c(=O)n(Cc1ccc(Cl)c(Cl)c1)c(=O)n2C,4,-2,-2,2,1,-26,5,8,6
O=C(Nc1cc(Oc2ccc(Cl)cc2)cc([N+](=O)[O-])c1)c1ccco1,-1,-6,-6,-2,-4,-10,6,0,-9
CSCCC(NS(=O)(=O)c1ccc(Cl)cc1)C(=O)OCC(=O)NC12CC3CC(CC(C3)C1)C2 (stereo unspecified),2,-5,3,-2,-5,-3,12,7,-11
CC(C)CNC(=O)CSc1nnc2ccccn12,0,-4,8,8,3,-3,14,0,1
Cc1cccc(OCCOCCN2CCNCC2)c1C,2,-4,-6,-2,4,7,-1,2,-2
CCOC(=O)c1nn(-c2ccc(OCC)cc2)c2nc(-c3ccco3)c(C#N)c(=O)n12,1,-5,-26,-3,5,-4,-9,0,-3
COc1cc(NC(=O)C2=C(N3CCOCC3)/C(=C\c3ccc(Br)cc3)CC2)cc(OC)c1OC,0,-5,0,0,-1,3,0,3,-1
O=C(Nc1cccc(F)c1)C1CCN(S(=O)(=O)c2cccc3nonc23)CC1,17,3,-5,2,-11,3,12,15,-8
COCCNC(=O)C1(C(F)(F)F)CC(CCCO)CCCO1 (stereo unspecified),1,-4,5,-1,-1,6,16,13,0
N/C(=N\OC(=O)CCc1ccccc1)c1ccc(Cl)cc1,-1,-7,-18,-2,1,0,-8,0,1
N=C1SCC(=O)N1c1ncc(Cc2cccc(Cl)c2)s1,3,0,18,2,-6,2,5,1,-4
CCN(CC(=O)NC)S(=O)(=O)c1ccc(Br)cc1,1,-2,-2,-3,6,-32,-4,4,7
O=C(Nc1cccnc1)c1ccc(Cl)c(S(=O)(=O)N2CCCC2)c1,7,-1,-1,-1,4,-3,11,14,-2
COc1cc2cnc(-c3ccsc3)cc2cc1OC,1,-8,-14,-6,7,0,12,5,-1
Cc1ccc(Cc2c(-c3ccc(Cl)cc3)nc3c(Cl)cc(C(F)(F)F)cn23)cc1,0,1,-8,4,1,-20,-1,3,0
CC(C)C(NC(=O)C1CCCCC1)C(=O)Nc1ccncc1 (stereo unspecified),0,-1,-2,-1,0,-15,-6,3,4
CCc1nnc2c3cnn(-c4ccccc4)c3ncn12,3,-3,0,-5,8,-10,-4,14,0
Cc1cc(C)cc(NC(=O)c2ccc(Cn3nc(C)c(Cl)c3C)o2)c1,7,3,10,-5,-10,15,-6,29,-52
CC(=O)n1nc(-c2ccco2)nc1SCc1ccccc1,0,-3,0,3,3,-7,4,.,1
CCn1ncc(C2=NOC(C(=O)N3CCC(C(N)=O)CC3)C2)c1C (stereo unspecified),1,-4,1,1,9,-9,-2,7,3
O=C(NC1CCN(Cc2ccccc2)CC1)c1ccccc1NS(=O)(=O)c1ccc(F)cc1,3,-6,3,-10,-5,4,10,6,-7
CCOc1cccc(-c2nnc(SCC(=O)Nc3cc(C)ccc3OC)n2N)c1,3,-2,22,-1,10,-12,-7,4,2
S=c1[nH]nc(-c2ccc(Cl)cc2)n1/N=C/c1cccs1,0,-5,-23,1,1,0,-4,-1,18
CCC1(c2ccc(F)cc2)NC(=O)N(CC(=O)Nc2ccccc2C)C1=O (stereo unspecified),10,12,-1,10,-3,11,10,22,-3
S=c1[nH]nc(-c2cccc(Cl)c2)n1Cc1ccccc1,0,-8,2,-2,11,-9,2,2,3
CC(C)C[C@H](NC(=O)[C@H]1N2C(=O)c3ccccc3C2SC1(C)C)C(=O)N[C@@H](Cc1ccccc1)C(=O)O (stereo partly specified),1,-4,8,3,0,-5,6,0,0
Cc1ccc(NC(=O)N2CCOCC2)c(C)c1,0,-3,-6,10,3,-1,0,5,10
CC(C)N1CCC1(C)C(=O)Nc1cc(-c2ccccc2)nn1C (stereo unspecified),1,-1,-13,1,16,-21,-1,1,-2
CCN(CC)C(=O)/C=C/c1ccccc1,3,-6,4,-2,6,-3,5,2,7
O=C(Nc1cccc2ccccc12)NC(Cc1ccccc1)C(=O)O (stereo unspecified),1,-1,-3,-4,19,-9,16,2,-6
O=c1ccc(-c2ccccc2)nn1Cc1ccc(Cl)cc1,9,-1,2,2,-11,19,23,1,-11
CCN(CC)CCN1C(=O)C(O)=C(C(=O)c2ccco2)C1c1ccccn1 (stereo unspecified),0,-4,-3,-2,-1,6,0,4,2
CN(CC(=O)Nc1ccccc1Cl)C(=O)COC(=O)/C=C/c1ccc(C(F)(F)F)cc1,2,-1,-2,-2,10,-9,4,-1,-1
Cc1ccc(CN2CCN(CC3CC4C=CC3C4)CC2)cc1 (stereo unspecified),1,-6,15,-7,-14,26,7,12,-10
CCOC(=O)C(C)Oc1ccccc1C1NC(=O)NC(C)=C1C(=O)Nc1ccc(C)c(C)c1 (stereo unspecified),0,-4,-18,-6,10,-6,11,2,-2
Cc1cc(C(=O)N2CCN(Cc3ccccc3)CC2)ccc1[N+](=O)[O-],1,-7,-18,0,10,-16,-4,2,-2
CC(C)N(C(=O)COC(=O)[C@H](C)NC(=O)c1ccco1)c1ccccc1,1,-1,-12,3,9,-2,5,3,1
CC(C)C[C@H]1COCCS(=O)(=O)N1Cc1cccc(C(F)(F)F)c1,-1,-10,-1,-6,1,1,-1,0,5
CCCNC(=O)NNC(=O)c1cc(-c2ccc3c(c2)OCO3)nc2ccccc12,4,-3,-9,-3,7,-11,19,-1,-5
N#Cc1cccc(CN2CCC(=O)N(CCO)CC2)c1,1,-4,4,1,-2,2,9,2,6
Cc1ccc(Nc2c(-c3ccc(N(C)C)cc3)nc3ncccn23)cc1,1,-2,-1,2,8,-29,-7,2,9
C[C@@H]1CN([C@@H](C)CO)C(=O)CCCn2cc(nn2)CO[C@H]1CN(C)S(=O)(=O)c1ccc(Oc2ccccc2)nc1,0,-11,-19,-2,7,-7,-2,2,1
O=C1c2ccc(-c3ccc(F)cc3OCc3ccccc3)cc2S(=O)(=O)c2cccc(C(=O)N3CCN(c4ncc(Br)cn4)CC3)c21,0,-6,-6,1,11,-13,1,0,7
Cc1ccc(-c2nnn(CC(=O)N(Cc3cccs3)C(C(=O)NC(C)(C)C)c3ccc(C)o3)n2)o1 (stereo unspecified),2,-1,-10,1,3,-3,-3,15,6
COc1ccc(C(=O)C2CCCN(C(=O)c3cc(C)nc(C)n3)C2)cc1OC (stereo unspecified),16,-3,-1,4,-7,20,20,4,-11
COc1cc2[nH]c(=S)n(C3CCN(Cc4ccccc4)CC3)c(=O)c2cc1OC,1,-9,0,-3,-15,8,1,0,7
Nc1nc(SCC(=O)c2cc3ccccc3o2)n[nH]1,1,-5,10,1,12,-3,-3,-1,2
CN1CCNC(=O)C1CC(=O)O (stereo unspecified),0,-3,7,0,9,-13,1,10,2
CCOCC(=O)Nc1ccc(F)c(F)c1,2,-3,0,1,5,-3,4,12,-3
Cc1ccc(-c2csc(N(CCCN(C)C)C(=O)c3ccco3)n2)cc1,3,-3,3,-18,-6,5,7,5,-23
O=C(c1cc2n(n1)C(C(F)(F)F)CC(c1ccco1)N2)N1CCc2ccccc2C1 (stereo unspecified),3,-2,-6,1,3,-3,5,32,1
COCc1nnc(NC(=O)c2ccc(S(=O)(=O)N(CC(C)C)CC(C)C)cc2)o1,-1,-5,-15,-3,9,-6,-3,-1,-4
CCCCC(=O)N1CCCC(C(=O)OCC)C1 (stereo unspecified),1,26*,-7,5,-7,1,-8,8,2
CN1CCN(c2ccc(Cl)cc2NC(=O)c2cc(=O)[nH]c3ccccc23)CC1,6,-6,-9,-4,5,-1,10,5,0
COC(=O)c1cc(C(=O)Nc2nnc(CC(C)C)s2)cc([N+](=O)[O-])c1,0,-1,6,-1,6,2,2,1,-2
Cc1ccc(O)c(NC(=O)C2=CC(c3cccs3)=NS(=O)(=O)N2C)c1,11,-2,5,4,-13,11,4,13,-13
O=C(NC1CCCC1)c1cnc2n(c1=O)CCS2,1,-1,-5,-2,11,-5,-2,6,2
CCCCN1C[C@H](Cc2ccccc2)[C@@H](CC(=O)NCc2ccc(OC)cc2)C1=O,5,6,1,-3,7,9,0,9,7
Cc1ncc([N+](=O)[O-])n1CC(=O)Nc1ccccc1F,1,-1,3,2,8,-16,-3,1,1
O=C(c1ccc2c(c1)OCO2)N(c1ccccc1)C1C=CS(=O)(=O)C1 (stereo unspecified),0,-2,3,1,0,-15,6,19,5

# Gathered by group, the entries above with a CF3 group
SMILES,CHRM4 agonist,CHRM1 agonist,CHRM4 antagonist,CHRM5 agonist,CHRM1 PAM,CHRM1 antagonist,CHRM5 antagonist,TAAR1 ag,M5 PAM
COCCNC(=O)C1(C(F)(F)F)CC(CCCO)CCCO1 (stereo unspecified),1,-4,5,-1,-1,6,16,13,0
Cc1ccc(Cc2c(-c3ccc(Cl)cc3)nc3c(Cl)cc(C(F)(F)F)cn23)cc1,0,1,-8,4,1,-20,-1,3,0
CN(CC(=O)Nc1ccccc1Cl)C(=O)COC(=O)/C=C/c1ccc(C(F)(F)F)cc1,2,-1,-2,-2,10,-9,4,-1,-1
CC(C)C[C@H]1COCCS(=O)(=O)N1Cc1cccc(C(F)(F)F)c1,-1,-10,-1,-6,1,1,-1,0,5
O=C(c1cc2n(n1)C(C(F)(F)F)CC(c1ccco1)N2)N1CCc2ccccc2C1 (stereo unspecified),3,-2,-6,1,3,-3,5,32,1

# Other compounds.
SMILES,CHRM4 agonist,CHRM1 agonist,CHRM4 antagonist,CHRM5 agonist,CHRM1 PAM,CHRM1 antagonist,CHRM5 antagonist,TAAR1 ag,M5 PAM
Cc1c(S(=O)(=O)N2CC(C)CC(C)C2)c(=O)n(C)c(=O)n1C (stereo unspecified),2,-2,5,-5,-3,7,10,6,1
CCc1nc2c(OCC(=O)C(C)(C)C)cccn2c1N(C)C(=O)C(C)C,0,0,-7,0,15,-22,-3,.,0
CC(C)(C)OC(=O)NCCCC[C@@H](C(=O)NCCCCCCCCCCC(=O)N1CCN(C(=O)OC(C)(C)C)CC1)n1cc(CCCC(=O)O)nn1,5,-13,-10,-4,-4,2,2,8,-4
O=C(COC(=O)Cc1ccsc1)NCc1ccccc1,1,-6,-2,0,12,-18,14,1,-7
COc1ccccc1NC(=S)N1CCCCCC1,1,-5,-16,-2,6,-10,-27,8,10
CN1C[C@H]2CON(C)[C@H]2C[C@H]1c1cccc(N2CCOCC2)c1,1,-3,-20,1,6,-15,-14,2,6
Cc1ccc(-c2nnc(SCC(=O)N3CCOCC3)nc2-c2ccc(C)cc2)cc1,0,-3,-1,-4,7,-8,8,1,-3
Cc1cc(-c2cc(N)n(-c3ccccc3)n2)c(C)n1C1CCCC1,0,-4,-14,1,0,-13,-15,1,3
Cc1ccc(Cn2cccc(NS(C)(=O)=O)c2=O)cc1,1,-4,1,1,1,-9,2,-1,-3
C=CCSc1nnc(NC(=O)c2nc(SCC)ncc2Cl)s1,-1,-4,9,2,4,-9,0,.,-5
O=C1CCCC(O)=C1C=Nc1cccc(C(F)(F)F)c1,2,-7,4,0,-4,4,8,0,0
COc1ccccc1Cc1c(C2CCCCC2)nc2ccc(Cl)cn12,-2,-4,-12,-5,4,-38,-3,0,-7
